Shiga toxin inh: A qHTS for Small Molecule Inhibitors of Shiga Toxin | Vero cells, Shiga toxin protein synthesis inhibition reporter | 9.2% of 290,000 active | inhibition, % at 38.7 µM; in the data active = inhibition mostly above about 28%, no sharp cut-off; inactive = mostly below about 43%; also: 0% is about no effect
CHX counter: Cycloheximide Counterscreen for Small Molecule Inhibitors of Shiga Toxin; cell reporter, cycloheximide protein synthesis inhibition counterscreen; max response, %; 12% of 300,000 active; in the data active = max response mostly above about 13%, no sharp cut-off; inactive = mostly below about 14%; also: read at 38.3 µM for the half of the compounds with a filed dose; 0% is about no effect
Tb PYK inh: qHTS of Trypanosoma Brucei Inhibitors | Potency, µM (titrated, usually from 76.8 µM), for the others: at the highest dose activity, negative = inhibition, hits mostly inhibitors | 0.12% of 410,000 active | pyruvate kinase (Trypanosoma brucei), Q57TT1 | TbPYK enzyme, Kinase-Glo Plus ATP luminescence, 45 min; also: potency is read from the fitted curve at half-maximal effect; % is scaled to controls: 0 for no effect and ±100 for the full control effect; nearly all actives have a fitted effect of over 50% in size
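T. brucei PYK with substrate was exposed to pin-transferred compounds across a concentration series, then started with 130 uM ADP (final). After 45 min at room temperature, Kinase-Glo Plus luminescence was read, normalized and curve-fitted.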
Pf growth 48h: Primary qHTS for delayed death inhibitors of the malarial parasite plastid, 48 hour incubation | AID 504832, 2011 | P. falciparum luciferase growth in erythrocytes, 48 h | Potency, µM (titrated, usually from 28.7 µM), for the others: top-dose activity change, negative = inhibition, hits mostly inhibitors | 5.9% of 310,000 active; also: potency is read from the fitted curve at half-maximal effect; % is scaled to controls: 0 for no effect and ±100 for the full control effect
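Cell-based growth assay: transgenic P. falciparum expressing firefly luciferase, cultured in red cells within RPMI 1640 containing 0.5% w/v Albumax, 24 mM bicarbonate and gentamycin. A drop in luciferase activity indicates inhibition.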
AMA1 RON2 block: qHTS for Inhibitors of AMA1-RON; Towards Development of Antimalarial Drug Lead: Primary Screen; Plasmodium falciparum AMA1 (3D7) - RON2 peptide interaction; AlphaScreen AMA1-biotinylated RON2 peptide binding; Potency, µM (series often up to 58.2 µM), without a hit: at the highest dose activity change, negative = inhibition, actives largely listed as inhibitors; 0.2% of 360,000 active;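 also: potency is read from the fitted curve at half-maximal effect; 0% = vehicle wells and -100% = peptide control; nearly all actives have a fitted effect of over 45% in size; some results filed as inactive show a strong effect at the top dose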
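AMA1 (3D7) with his tag at 25 nM final met compounds first, then biotinylated RON2 peptide at 25 nM; detection used donor plus acceptor beads, 10 µg/mL apiece, read by AlphaScreen after 30 min at room temperature.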
Pf growth 96h: Primary qHTS for delayed death inhibitors of the malarial parasite plastid, 96 hour incubation | P. falciparum luciferase reporter growth, 96 h | Potency, µM (highest dose often 28.7 µM), inactives show at the top dose activity change, negative = inhibition, actives largely listed as inhibitors | 6.9% of 320,000 active; also: potency is read from the fitted curve at half-maximal effect; % is scaled to controls: 0 for no effect and ±100 for the full control effect
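Parasite growth measured via integrated firefly luciferase reporter in P. falciparum. Infected erythrocytes at 2% hematocrit, 0.05% parasitemia final were treated 96 hours at 37 C under 5% CO2, and luminescence was read.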
LmPK inhibitor: qHTS Assay for Inhibitors of Leishmania Mexicana Pyruvate Kinase (LmPK); purified LmPK, Kinase-Glo ATP luminescence, 1 h; Potency, µM (series often up to 57.5 µM), for inactives: at the top dose activity change, negative = inhibition, most hits filed as inhibitors; Q27686; 0.37% of 290,000 active; AID 1721, 2009; also: potency is read from the fitted curve at half-maximal effect; % is scaled to controls: 0 for no effect and ±100 for the full control effect
Target sequence (Q27686 whole entry, looked up): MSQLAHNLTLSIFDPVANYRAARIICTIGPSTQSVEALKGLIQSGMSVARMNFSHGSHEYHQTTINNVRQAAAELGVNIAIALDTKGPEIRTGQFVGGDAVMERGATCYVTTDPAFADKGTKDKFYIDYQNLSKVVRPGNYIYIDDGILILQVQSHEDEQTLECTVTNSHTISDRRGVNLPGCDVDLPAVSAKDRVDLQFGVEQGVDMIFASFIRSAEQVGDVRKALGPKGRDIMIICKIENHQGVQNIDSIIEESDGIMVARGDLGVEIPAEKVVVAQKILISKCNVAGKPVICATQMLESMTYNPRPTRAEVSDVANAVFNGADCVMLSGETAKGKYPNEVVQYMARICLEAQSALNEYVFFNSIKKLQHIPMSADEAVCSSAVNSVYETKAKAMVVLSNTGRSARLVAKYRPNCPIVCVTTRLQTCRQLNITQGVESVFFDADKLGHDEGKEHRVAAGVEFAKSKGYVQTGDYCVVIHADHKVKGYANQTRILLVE
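Purified LmPK (0.1 nM) converted ADP (0.1 mM) to ATP with PEP (0.5 mM) in imidazole buffer pH 7.2 with KCl and MgCl2, 1 h at room temperature. ATP was read by Kinase-Glo luminescence; data normalized to uninhibited and no-enzyme controls.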
Active calls of the source: *; i = inactive; ? = inconclusive; · = no result given; [ ] = dose if it differs, or a comment. Unless noted, calls follow the shape of the dose curve; as a rule, active = well fitted curve in the direction sought with a large enough effect; inconclusive = small, poorly fitted or top-dose-only effect, or another doubt; inactive = no such curve, though single readings can be large; an effect the other way counts as inactive or inconclusive.

SMILES | Shiga toxin inh | CHX counter | Tb PYK inh | Pf growth 48h | AMA1 RON2 block | Pf growth 96h | LmPK inhibitor
CCC(C)c1ccc(NC(=O)COc2c(F)c(F)c(C(F)(F)F)c(F)c2F)cc1 (configuration not stated) | 10 | -1 | -1% | 8% | 36%[activator] | 2.1µM* | -14%
COC(=O)c1cc(S(=O)(=O)N2CCN(c3ccc(C(C)=O)cc3)CC2)c[nH]1 | 14 | -1 | -11% | ? | -8% | ? | 3%
NC(=S)Nc1ccc2cc[nH]c2c1 | 28 | 6 | 1% | ? | 34%[activator] | 34%[activator] | 4%
CC(C)(C)NC(=O)NC(=O)COC(=O)Cn1c(C(F)(F)F)nc2ccccc21 | -8 | -2 | -2% | 7% | 4% | · | 2%
Cc1cc(OCC(=O)Nc2ccc(CN3CCOCC3)cc2)c2c(C)cc(=O)oc2c1 | -4 | -4 | -2% | ? | 10% | ? | 2%
O=C(c1ccsc1)N1CCCC(N2CCN(c3cccc(Cl)c3)CC2)C1 (configuration not stated) | 18 | 12 | 2% | ? | -9% | 5% | 4%
CCCc1cc(C(=O)NNC(=S)NCC)c2ccccc2n1 | 11 | 3 | -9% | -7% | 66%[activator] | 5% | 2%
c1ccc(CSc2nnc(-c3cccs3)n2Cc2ccco2)cc1 | 25 | 2 | 3% | ? | -10% | -20% | 6%
Cc1cccc(C(=O)NC(=S)Nc2ccc(Cc3ccncc3)cc2)c1 | 38 | 15 | -5% | ? | 29% | ? | 3%
Cc1ccc(S(=O)(=O)NNC(=O)C(=O)NNc2ccccn2)cc1 | 14 | -2 | 2% | 51%[activator] | 32µM* | 41%[activator] | -1%
CSc1nnc(SCC(=O)Nc2ccc3[nH]c(=O)[nH]c3c2)s1 | · | · | -9% | -13% | -2% | -22% | ·
CCOc1nc(NC2CCCC2)nc(N2CCC(C)CC2)n1 | · | -2 | -2% | ? | -8% | ? | -4%
COc1ccc(OC)c(NC(=O)CN(c2ccc(C)cc2)S(=O)(=O)c2c(C)n[nH]c2C)c1 | 2 | 8 | -8% | ? | -5% | ? | 2%
COc1ccc(NC(=O)Nc2cccnc2)cc1 | 44* | 23* | -4% | 118%[activator] | -11% | ? | -18%
COc1cccc(NC(=O)Nc2ccc3nc(C)c(C)nc3c2)c1 | 10 | 10 | 4% | 7% | 1% | 0% | 0%
CCCCCNC(=O)C1c2ccccc2Oc2ccccc21 | -12 | -1 | -10% | -2% | -4% | 0% | 3%
COc1ccc(/C=N/Nc2nncc3ccccc23)c(OC)c1 | 106* | 51* | -1% | 233%[activator] | 5% | 212%[activator] | -1%
COc1cccc(NC(=O)C(C)N2C(=O)c3ccccc3S2(=O)=O)c1 (configuration not stated) | · | · | -1% | 13% | -4% | 19% | ·
C#CCNc1cc(C)nc2ncnn12 | 19 | -3 | 6% | 11% | 15% | -25% | 2%
Cc1ccc(C(CCNC(C)c2cccs2)c2ccco2)cc1 (configuration not stated) | -6 | 1 | 2% | 10µM* | 0% | ? | 6%
O=C1CNC(=O)/C1=C\N1CCN(C(c2ccccc2)c2ccccc2)CC1 | -8 | 2 | -14% | -19% | -2% | 3.3µM* | 0%
CC1(C)C(c2ccccc2)=[N+]([O-])CN1O | -2 | -1 | -8% | -8% | -7% | 44%[activator] | -3%
Cc1ccc(C2Nc3ccccc3NC3=C2C(=O)OC(C)C3)cc1 (configuration not stated) | -7 | -4 | -10% | -17% | -3% | -28% | -2%
CC(C)Cc1nc(SCC(=O)N2CCCC2)c2c(=O)n(C)c(=O)n(C)c2n1 | -3 | -1 | -9% | 0% | 0% | 45%[activator] | -6%
CCOC(=O)CCc1n[nH]c(=O)[nH]c1=O | -9 | -2 | -8% | 16% | 7% | 4% | 1%

Full records, quoted from the list:
CSc1nnc(SCC(=O)Nc2ccc3[nH]c(=O)[nH]c3c2)s1 across the screens: Shiga toxin inh = ·; CHX counter = ·; Tb PYK inh = -9%; Pf growth 48h = -13%; AMA1 RON2 block = -2%; Pf growth 96h = -22%; LmPK inhibitor = ·
COc1cccc(NC(=O)C(C)N2C(=O)c3ccccc3S2(=O)=O)c1 (configuration not stated) across the screens: Shiga toxin inh = ·; CHX counter = ·; Tb PYK inh = -1%; Pf growth 48h = 13%; AMA1 RON2 block = -4%; Pf growth 96h = 19%; LmPK inhibitor = ·

More results:
SMILES | Shiga toxin inh | CHX counter | Tb PYK inh | Pf growth 48h | AMA1 RON2 block | Pf growth 96h | LmPK inhibitor
CC(=O)COc1ccc2c(C)c(C)c(=O)oc2c1 | 79* | 52* | -10% | 0% | 30%[activator] | ? | -2%
CC(C)Cn1c(N)c(C(=O)COC(=O)C2Cc3ccccc3CN2S(C)(=O)=O)c(=O)n(C)c1=O (configuration not stated) | · | · | -6% | 12µM* | 1% | ? | ·
COC(=O)C1=CN(CCOC23CC4CC(CC(C4)C2)C3)C=C(C(=O)OC)C1c1ccsc1 | 4 | 9 | 10% | ? | 58%[activator] | ? | 2%
CS(=O)(=O)n1nc(NCc2cccs2)nc1NCc1cccs1 | -8 | -3 | -15% | -6% | -2% | 52%[activator] | 0%
Cc1ccc(-n2cnc3ncnc(-c4ccccc4)c32)cc1 | -2 | -2 | 1% | -7% | 5% | 35%[activator] | 0%
Cc1cccc(NC(=S)NCC(c2cccnc2)N2CCOCC2)c1C (configuration not stated) | -14 | -1 | -1% | 1% | 5%[2.32 µM] | 1% | -4%
COc1ccc(CCNC(=O)c2c(C)cc(=O)oc2C)cc1OC | -5 | -3 | -2% | 3% | 2% | ? | 4%
CCN(CC)CC(=O)Nc1cccc(S(=O)(=O)N2CCCC2)c1 | -4 | -3 | 0% | 103%[activator] | -21% | -4% | 1%
Cc1ccc(N2C(=O)C(NC(=O)c3ccccc3)(C(F)(F)F)C3=C2CC(C)(C)CC3=O)cc1 (configuration not stated) | -4 | -2 | 4% | ? | 7% | -16% | -2%
O=C(/C=C/c1ccccc1Cl)Nc1cccnc1 | 80* | 60* | -1% | 115%[activator] | 6% | 161%[activator] | -10%
O=C(Cn1cc2c(n1)CCCC2)NCCCN1CCN(Cc2ccccc2)CC1 | 17 | -1 | -3% | · | 18% | 12% | 1%
O=C(CCN1C(=O)c2cccc3cccc(c23)C1=O)NC1CCS(=O)(=O)C1 (configuration not stated) | 75* | 9 | 1% | 51%[activator] | 2% | 64%[activator] | 2%
Cc1nc2cc(Nc3ccncc3)ccc2s1 | -7 | -2 | -5% | -16%[5.75 µM] | -3% | ? | 3%
COC(=O)/C=C1/S/C(=N/NC(=O)c2ccc(Cl)cc2Cl)NC1=O | 1 | -2 | 0% | 11% | 41%[activator] | 14% | 7%
NC(=O)c1ccsc1NC(=O)COC(=O)COc1ccc(C=O)cc1 | · | · | -1% | ? | 22% | -16% | ·
COc1ccccc1C(=O)N(Cc1sccc1C)C1CCS(=O)(=O)C1 (configuration not stated) | -3 | -9 | 3% | 2% | -8% | 2.1µM* | 3%
COc1ccccc1-c1coc2c(CN3C(C)CCCC3C)c(O)ccc2c1=O (configuration not stated) | -2 | -1 | 3% | ? | 10% | -7% | -2%
O=C(CCNS(=O)(=O)c1ccccc1C(F)(F)F)NC1CCCCCC1 | · | · | 8% | 7% | 16% | 7% | ·
CC(Sc1nnc(C2CC2)n1C1CC1)C(=O)NC1(C#N)CCCCC1 (configuration not stated) | · | · | 0% | 2% | -5% | -3% | ·
O=C(CN1CCOCC1)Nc1nc2cc([N+](=O)[O-])ccc2s1 | 17 | 7 | -11% | 37%[activator] | -18% | 17% | 0%
CCCCNC(=O)c1cn(C)c2ccc(S(=O)(=O)N3CC(C)CC(C)C3)cc2c1=O (configuration not stated) | 6 | -1 | 0% | -39% | 13% | 18% | 3%
O=C(O)Cn1cc(C(=S)N2CCOCC2)c2ccccc21 | -15 | -3 | ? | -2% | 2% | · | -4%
Cc1c(C(=O)NCCSc2ccc(Cl)cc2)cccc1[N+](=O)[O-] | -16 | 0 | -8% | 8% | -2% | ? | 4%
Cc1ccc(N(C(=O)Cn2nnc(-c3ccccc3F)n2)C(C(=O)NC2CCCC2)c2ccncc2)cc1 (configuration not stated) | -6 | -1 | 3% | ? | 4% | 30%[activator] | 0%
S=C(NCc1cccs1)Nc1cccc2ccccc12 | 21 | 2 | 2% | 15% | 16% | 0% | 0%
The listing continues:
SMILES | Shiga toxin inh | CHX counter | Tb PYK inh | Pf growth 48h | AMA1 RON2 block | Pf growth 96h | LmPK inhibitor
Cn1cnnc1SCC(=O)N1N=C(c2ccc(Cl)cc2)CC1c1ccco1 (configuration not stated) | 17 | -1 | -1% | 7% | -18% | 5% | -1%
CC1(C)CC(N2CCCC2)=CC(=[N+]2CCCCC2)C1 | -7 | 3 | 1% | 0.83µM* | -3% | ? | 2%
C#CCOCCOCCOCCNc1nc(N2CCN(C(=O)[C@H](CCC(=O)O)n3cc(C(N)Cc4ccc(O)cc4)nn3)CC2)nc(N2CCN(C(=O)[C@H](CCC(=O)O)n3cc(C(N)[C@H](C)CC)nn3)CC2)n1 (some centres not stated) | -12 | -1 | -1% | 4% | 18% | 14% | -1%
Cc1cc(C)c(NC(=S)N2CCN(c3ccc([N+](=O)[O-])cn3)CC2)cc1C | -4 | 3 | 5% | · | 4% | -8% | 3%
CS(=O)(=O)c1ccccc1C(=O)Nc1cccc2ncccc12 | -4 | -3 | 4% | ? | ? | ? | -1%
CN(CC(=O)N1CCN(c2ncccn2)CC1)S(=O)(=O)c1ccc(Cl)cc1 | 11 | 21* | 2% | 25% | -11% | 2% | 12%
C/C(=N\NC(=O)c1nnn(-c2nonc2N)c1CN(C)C)c1ccco1 | -3 | 7 | 0% | 48%[activator] | 70%[activator] | 42%[activator] | 0%
Cc1nc(NCc2ccco2)[nH]c(=O)c1CCC(C)C | -2 | -2 | 2% | 0% | -4% | -1% | 2%
CCOC(=O)c1c(C)[nH]c(C(=O)OCC(=O)Nc2cc(C)ccc2OC)c1C | -15 | -4 | -4% | -2% | -9% | 5.9µM* | 7%
CCOC(=O)CSCC(=O)Nc1c(C(=O)C2CC2)oc2ccccc12 | 10 | -3 | -4% | -11% | 19% | 5.9µM* | -2%
Nc1cc(C(=O)OCC(=O)N2CCOCC2)ccc1Cl | 58* | 35* | -2% | 80%[activator] | -14% | 99%[activator] | -5%
Cc1oc2cc3oc(=O)c(CC(=O)N[C@H](C(=O)N[C@@H](C(=O)O)c4ccccc4)C(C)C)c(C)c3cc2c1C | 5 | 0 | -3% | 43%[activator] | -1% | 53%[activator] | -5%
COc1ccc(-c2csc3nc(-c4ccccc4F)oc(=O)c23)cc1OC | 1 | -1 | -1% | 12% | -8% | 39%[activator] | -10%
CCOC(=O)c1nc(C)n(-c2cc(OC)c(Cl)cc2Cl)n1 | 41* | 46* | -1% | i | 7% | 388%[activator] | 10%

Screening results: PubChem, National Center for Advancing Translational Sciences (NCATS)
